APOBEC3G inh – APOBEC3G (human) deaminase inhibition; inhibition, % at 20 µM; recombinant A3G, ssDNA deamination FAM/TAMRA fluorescence; Q9HC16; hit rate 0.28% among 330,000;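 active = inhibition of at least 40% at 20 µM, with no more than 30% in the related APOBEC3A deaminase screen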;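 also: plate controls were DMSO wells with A3G for no effect and wells lacking A3G enzyme for full effect; some compounds called inactive have numbers as strong as hits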
MPTP inh – inhibitors of mitochondrial permeability transition pore. isolated mouse mitochondria, Ca2+ swelling absorbance, 30 min. inhibition, % at 10 µM. hit rate 1.4% among 360,000. AID 602449;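 active = inhibition of 50% or more, scaled per plate between neutral and stimulator controls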;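 also: 0% = DMSO wells given calcium and 100% = 1 mM EGTA wells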
CXCR6 inh – blocks human CXCR6 beta-arrestin recruitment; inhibition, % at 20 µM; hit rate 0.36% among 360,000; O00574; CHO-K1 PathHunter CXCR6 beta-arrestin, luminescence; AID 602244; in the data active = inhibition above about 34%, passing the limit was not always enough;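 also: antagonist mode with CXCL16 agonist at 10 nM final; 0% = 10 nM CXCL16 with DMSO and 100% = unstimulated wells without agonist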
Target sequence (O00574 whole entry, looked up): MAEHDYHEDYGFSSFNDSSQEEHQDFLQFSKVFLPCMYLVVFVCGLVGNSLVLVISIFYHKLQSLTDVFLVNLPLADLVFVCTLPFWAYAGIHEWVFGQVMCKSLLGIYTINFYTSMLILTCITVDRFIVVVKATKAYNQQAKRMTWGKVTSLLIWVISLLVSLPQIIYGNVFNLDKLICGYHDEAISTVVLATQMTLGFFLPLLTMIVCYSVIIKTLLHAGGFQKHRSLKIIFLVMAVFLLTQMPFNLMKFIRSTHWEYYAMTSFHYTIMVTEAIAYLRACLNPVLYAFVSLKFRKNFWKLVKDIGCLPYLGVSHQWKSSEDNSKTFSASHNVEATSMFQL
EBI2 antag – EBI2 (human) antagonism; EBI2 beta-arrestin recruitment, luminescence, 7a,25-OHC stimulated; hit rate 0.81% among 360,000; P32249; inhibition, % at 5 µM; in the data active = inhibition above about 38%;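 also: enzyme fragment complementation signal reports receptor beta-arrestin coupling in cells; 0% = agonist plus DMSO wells and 100% = wells without agonist; some results beyond the cut were filed as inactive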
CCR6 antag – antagonists of human CCR6 receptor | P51684 | CHO-K1 CCR6 PathHunter beta-arrestin, luminescence, CCL20-stimulated | inhibition, % at 20 µM | hit rate 0.49% among 340,000;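 active = compounds whose inhibition of the agonist-driven luminescence signal at 20 µM reaches about 50%, limit read from the data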;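 also: cells stimulated with CCL20 at 14 nM final; plate controls were DMSO with CCL20 for no effect and DMSO without agonist for full effect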
Target sequence (P51684 whole entry, looked up): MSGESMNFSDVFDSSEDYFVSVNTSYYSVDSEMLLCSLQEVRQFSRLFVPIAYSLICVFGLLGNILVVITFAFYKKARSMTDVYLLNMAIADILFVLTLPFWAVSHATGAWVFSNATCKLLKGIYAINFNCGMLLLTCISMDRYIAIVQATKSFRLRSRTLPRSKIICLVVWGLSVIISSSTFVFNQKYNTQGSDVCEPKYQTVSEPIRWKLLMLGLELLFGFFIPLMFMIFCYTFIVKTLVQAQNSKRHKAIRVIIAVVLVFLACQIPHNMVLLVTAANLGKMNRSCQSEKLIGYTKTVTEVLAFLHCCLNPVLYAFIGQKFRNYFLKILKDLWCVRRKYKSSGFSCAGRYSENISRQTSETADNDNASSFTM
NR3A LBD binder – modulators (binders) of human NR3A ligand-binding domain; NR3A LBD differential scanning fluorimetry, Tm shift; 0% = protein alone, 100% = glycine-bound protein; Tm shift relative to glycine control, % at 25 µM; hit rate 2.5% among 340,000;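 active = melting temperature shift of at least 10% of the positive control shift, at one fixed dose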
Gli-Sufu block – Gli-Sufu pathway antagonism. Sufu-KO-LIGHT fibroblasts, Gli luciferase reporter luminescence. inhibition, % at 5 µM. hit rate 0.74% among 340,000;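 active = inhibition above about 55%, limit read from the data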;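 also: 0% = DMSO-treated cells and 100% = wells with medium but no cells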
APOBEC3A inh – blocks human APOBEC3A ssDNA deamination; hit rate 0.41% among 330,000; inhibition, % at 20 µM; recombinant A3A, FAM/TAMRA ssDNA deamination fluorescence; AID 493011;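 active = at least 40% inhibition at 20 µM here, with at most 30% in a related deaminase screen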;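 also: plate controls were A3A with DMSO for no effect and wells lacking A3A enzyme for full effect; some results filed as inactive read as strong as hits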
Target sequence (P31941 whole entry, looked up): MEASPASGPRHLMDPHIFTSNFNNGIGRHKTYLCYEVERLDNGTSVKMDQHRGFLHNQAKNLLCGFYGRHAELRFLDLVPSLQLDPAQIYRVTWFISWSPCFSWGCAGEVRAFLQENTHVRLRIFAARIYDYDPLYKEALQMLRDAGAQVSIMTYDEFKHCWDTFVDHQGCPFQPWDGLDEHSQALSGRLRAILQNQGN
An asterisk follows results filed as active; . = not tested or not shown.

SMILES	APOBEC3G inh	MPTP inh	CXCR6 inh	EBI2 antag	CCR6 antag	NR3A LBD binder	Gli-Sufu block	APOBEC3A inh
Nc1ncnc2c1ncn2[C@@H]1O[C@H](CNS(=O)(=O)c2cc3ccccc3s2)[C@@H](O)[C@H]1O	6	-0.6	3	-6	15	-2	2	4
CCN1/C(=C/C=C/C=C/C=C/c2sc3ccccc3[n+]2CC)Sc2ccccc21	14	1.3	-2	-6	41	-1	83*	15
Cc1cc(C([O-])=C(C(=S)Nc2ccc(F)cc2)[n+]2ccccc2)c(C)n1-c1ccc(F)cc1	.	-0.7	5	-3	18	-1	5	.
Cc1cnc(C(=O)Nc2ccc(S(=O)(=O)N(C(C)C)C(C)C)cc2)cn1	-5	-0.2	-2	-1	5	0	-2	0
CCOC(=O)N1CCN(S(=O)(=O)c2cc(-c3nn4c(C)nnc4c4ccccc34)ccc2C)CC1	-7	4.0	6	-5	-24	0	0	-2
CC(=O)c1ccc(-n2nnnc2SCC(=O)N2CCN(C(=O)c3ccco3)CC2)cc1	-1	-0.8	-10	-4	-18	1	6	-1
CC(C)CC(=O)Nc1cccc(-c2csc(-c3ccccc3)n2)c1	-7	1.5	-10	8	3	-11	-10	0
COc1ccccc1NS(=O)(=O)c1ccc(C)c(C(N)=O)c1	-4	0.4	6	-11	9	0	13	-2
CC(C)c1onc(C(=O)NCc2ccccn2)c1[N+](=O)[O-]	-1	2.1	9	-1	-23	-1	0	0
CC(C)=CC(O)C/C(C)=C/COc1ccc2ccc(=O)oc2c1 (centres undefined)	-9	1.6	-4	4	6	0	3	-4
Cc1cccc2[nH]c3c(N4CC=C(c5ccc(F)cc5)CC4)ncnc3c12	-4	66*	-3	6	-14	-4	6	1
N=C1C(c2nc(-c3ccc(Cl)cc3)cs2)=C(O)CN1CCCN1CCOCC1	-1	-2.3	3	5	7	0	1	-5
CCNC(=S)SCCOc1ccccc1C	-8	6.3	18	4	35	-4	8	-4
Cc1ccc(NC(=O)N2CCc3ccccc3C2)cc1	-2	-2.7	-6	-4	8	0	-48	2
Cc1ccc(-c2nc(C)sc2CC(=O)O)cc1	3	-1.9	-4	-14	-6	-1	8	3

Part of the list above, field by field:
CC(C)c1onc(C(=O)NCc2ccccn2)c1[N+](=O)[O-]
  APOBEC3G inh: -1; MPTP inh: 2.1; CXCR6 inh: 9; EBI2 antag: -1; CCR6 antag: -23; NR3A LBD binder: -1; Gli-Sufu block: 0; APOBEC3A inh: 0

CC(C)=CC(O)C/C(C)=C/COc1ccc2ccc(=O)oc2c1 (centres undefined)
  APOBEC3G inh: -9; MPTP inh: 1.6; CXCR6 inh: -4; EBI2 antag: 4; CCR6 antag: 6; NR3A LBD binder: 0; Gli-Sufu block: 3; APOBEC3A inh: -4

Six compounds from above, showing only APOBEC3A inh:
Compound | APOBEC3A inh
Nc1ncnc2c1ncn2[C@@H]1O[C@H](CNS(=O)(=O)c2cc3ccccc3s2)[C@@H](O)[C@H]1O | 4
Cc1ccc(-c2nc(C)sc2CC(=O)O)cc1 | 3
COc1ccccc1NS(=O)(=O)c1ccc(C)c(C(N)=O)c1 | -2
CCN1/C(=C/C=C/C=C/C=C/c2sc3ccccc3[n+]2CC)Sc2ccccc21 | 15
CCNC(=S)SCCOc1ccccc1C | -4
CC(C)=CC(O)C/C(C)=C/COc1ccc2ccc(=O)oc2c1 (centres undefined) | -4

Following part.
SMILES	APOBEC3G inh	MPTP inh	CXCR6 inh	EBI2 antag	CCR6 antag	NR3A LBD binder	Gli-Sufu block	APOBEC3A inh
O=[N+]([O-])c1cccc(-c2noc(COc3ccccc3)n2)c1	-7	-1.7	-15	-3	18	0	-8	-1
CCC(=O)Nc1ccc(-n2nnnc2SCC(=O)NNC(=O)c2ccco2)cc1	-3	.	.	.	4	1	-3	-1
COc1cc(OC)cc(C(=O)N[C@H](C(=O)Nc2nnc(C3CC3)s2)C(C)C)c1	-6	-0.4	2	2	-4	0	16	0
CCOC(=O)CN1C(=O)N[C@@H](CCc2ccccc2)[C@H](C(C)=O)[C@H]1C	-6	0.2	-11	-5	6	0	-22	-2
CCn1nnnc1NCc1ccc(OCc2ccc(F)cc2Cl)c(OC)c1	2	-0.2	-9	9	-1	0	2	5
Cc1cccc(/C=N/n2c(-c3ccncc3)n[nH]c2=S)c1	79*	-1.0	-9	-2	18	4	-9	-2
CC(=O)c1c(O)cc(=O)n(-c2ccccc2)c1-c1cccc2ccccc12	-2	0.9	0	-9	0	-1	5	-7
O=C(c1cn(CC(=O)N2CCCCC2)c2ccccc12)C1CC1	2	-2.1	-5	-4	4	1	-6	0
Cc1[nH]nc2ncc(C(=O)c3ccccc3O)cc12	-5	0.0	5	4	4	-4	-11	-2
Nc1n[nH]c(C2CC2)c1N=Nc1ccc(Cl)c(Cl)c1	-3	2.5	2	1	-4	33*	-12	0
Cc1ccc(OCc2nc(-c3ccccn3)n[nH]2)cc1	-4	-2.3	-6	-1	25	-1	-10	-1
Cc1c(NC(=O)COC(=O)CSc2ccc(C(N)=O)cc2[N+](=O)[O-])c(=O)n(-c2ccccc2)n1C	0	-0.5	9	-1	11	-1	-9	-4
O=S1(=O)CCC(NS(=O)(=O)c2cccc3cccnc23)C1 (centres undefined)	2	-0.4	-6	6	5	0	-7	2
CCCCn1c(SCc2cccnc2)nc2c1c(=O)n(C)c(=O)n2C	-2	-1.5	-1	-9	3	0	12	3
O=C(NCc1cccnc1)c1ccccc1NS(=O)(=O)c1ccccc1	2	0.1	-7	-3	13	-3	-1	4
COC(=O)c1sc2cnccc2c1N	-3	-1.2	-3	-5	4	-2	-14	-5
CCn1c2ccccc2c2nnc(SCC(=O)NC(CC(C)C)C(=O)OC)nc21 (centres undefined)	-5	1.5	16	11	21	-2	4	-4
COCCNS(=O)(=O)c1cccc2cccnc12	-6	-1.0	6	-5	2	-1	1	4
COc1ccc(S(=O)(=O)NCCc2ccccc2)cc1OC	-10	0.0	-6	0	7	1	26	-1
CC(C)[C@H](NC(=O)[C@@H]1CSC2c3ccccc3C(=O)N21)C(=O)N1CCCCC1 (some centres undefined)	-5	-2.8	5	8	-2	0	1	-4
CC(C)NS(=O)(=O)c1ccc(OCC(=O)NCc2cccnc2)cc1	-2	-1.1	2	9	-14	-1	-3	-4
CC(C)(C)c1ccc(C(=O)NNC(=O)c2cccc(-n3cnnn3)c2)cc1	-6	1.0	2	0	1	-1	-13	1
CCc1ccc(NC(=O)C2CCCN(S(=O)(=O)c3ccc4c(c3)CC(C)N4C(C)=O)C2)cc1 (centres undefined)	-6	-0.5	0	-7	24	-7	12	-3
CCC1CCCCN1CCNC(=O)C1CCCN(S(=O)(=O)c2cccc3nsnc23)C1 (centres undefined)	-6	-1.9	2	2	9	2	17	-3
COC(=O)C1C(=O)OC(C)(C)C1C(C)C(=O)c1ccccc1 (centres undefined)	-4	1.2	-4	-2	-15	-1	4	1
O=S(=O)(c1ccc(F)c(F)c1)N1CCN(Cc2ccc3c(c2)OCO3)CC1	0	-0.9	-12	-3	11	0	5	-3
Cc1ccc(NC(=O)c2ccc(OC(F)(F)F)cc2)cc1S(=O)(=O)N(C)C	-5	78*	-15	-7	-4	-3	4	-3
c1ccc(C2=Nn3c(nnc3-c3ccncc3)SC2)cc1	.	-1.5	-15	-6	-7	0	-11	.
COc1ccc(/C=N/N=C2/NC(=O)C(c3ccccc3)S2)c(OC)c1 (centres undefined)	-2	1.3	0	9	-16	-3	-7	4
CCn1cc(SCC(=O)NCc2ccc3c(c2)OCO3)c2ccccc21	-2	-1.5	4	3	-1	-3	-6	-3
CCN(CC)c1ccc(/C=N/O)cc1	-9	-2.7	2	-11	-1	0	3	-5
O=C(NCC1(O)CCCCC1)C1CCC(=O)N(CCc2ccccc2)C1 (centres undefined)	-5	0.4	9	3	-3	-1	-5	-6
O=C(COC(=O)COc1ccc(Cl)cc1)NC1CC1	-6	-1.8	-2	2	-2	0	-1	-2
CCN(c1cccc(C)c1)S(=O)(=O)c1ccc(-c2coc(C)n2)cc1	-2	0.0	2	10	21	-1	0	1
CCCc1cc(=O)oc2cc(OCC(=O)Nc3ccc(S(N)(=O)=O)cc3)ccc12	17	0.3	2	-5	14	1	23	1
Cc1c(Cl)cccc1NC(=O)c1cc(S(=O)(=O)N2CCOCC2)cn1C	-3	-1.3	4	0	6	0	10	-4
O=S(=O)(c1ccc(=S)[nH]c1)N1CCOCC1	44*	-1.8	-12	-4	-10	3	-5	-1
CCN1C[C@@H]2[C@@H]3C(=O)N(Cc4ccccc4)C(=O)[C@@H]3[C@](C)(C1=O)N2C(=O)c1ccc(C)cc1	.	-1.5	-1	-5	9	1	-5	.
Cc1c(C(=O)/C=C/N(C)C)nnn1-c1ccc(Cl)cc1C#N	-4	2.0	-14	3	-2	0	1	-4
COc1cccc(-n2nnc3c(=O)n(CC(=O)OCc4ccccc4)cnc32)c1	-4	0.0	5	-8	24	2	7	-1
CC(C)CCNC(=O)c1cc(-c2ccncc2)nc2ccc(S(=O)(=O)N3CCOCC3)cc12	-6	-2.4	0	-4	-4	-1	3	-8
COc1ccc(CCNC(=O)CSc2ccsc2[N+](=O)[O-])cc1OC	-8	0.7	3	-4	16	1	6	-4
CC(C)(C)NC(=O)CSCc1c(Cl)cccc1Cl	8	-1.0	12	4	14	1	1	-1
O=C(CN1C(=O)CC(c2ccccc2)=Nc2ccccc21)NCc1ccccc1	-2	-0.9	4	-8	5	-2	3	-19
Cc1ccc(S(=O)(=O)c2ccc(-n3nc(C)cc3N)cc2)cc1	-2	-0.7	5	1	10	0	4	-2
CCOC(=O)c1cnc(SCc2ccc(C(C)(C)C)cc2)nc1N	-2	5.8	0	13	15	-9	6	1
O=C(CN1CCC(NC(=O)Nc2ccccc2)CC1)Nc1cccc([N+](=O)[O-])c1	-6	-0.8	-8	4	7	-5	-10	-3
CCc1ccc(NC(=O)N2CCN(c3ccccc3)CC2)cc1	-6	-0.1	7	28	12	1	-3	-4
COCC(=O)N(CCN(C)C)Cc1cc2cc3c(cc2nc1Cl)OCO3	-7	0.9	-8	-5	5	0	10	1
Cc1ccccc1NCCNc1ccccc1C	0	0.7	4	-9	17	0	-1	-2
Cc1ccc(C)c(CSc2nnc(-c3cccnc3)n2N)c1	-4	-0.5	-2	-7	7	2	3	-1
CN(C)S(=O)(=O)c1ccccc1C#N	-3	0.5	-2	-6	10	1	4	0
Cc1ccccc1C(=O)N1CCN(c2ccccn2)CC1	-9	-0.1	2	-7	-4	1	-15	-4
COC(=O)c1ccc(OCC(=O)NC2CCCCCC2)cc1	11	-0.4	-8	16	-4	1	7	2

Sorted by SMILES length (rising): part of the list above
SMILES	APOBEC3G inh	MPTP inh	CXCR6 inh	EBI2 antag	CCR6 antag	NR3A LBD binder	Gli-Sufu block	APOBEC3A inh
Cc1ccccc1NCCNc1ccccc1C	0	0.7	4	-9	17	0	-1	-2
CN(C)S(=O)(=O)c1ccccc1C#N	-3	0.5	-2	-6	10	1	4	0
Cc1ccccc1C(=O)N1CCN(c2ccccn2)CC1	-9	-0.1	2	-7	-4	1	-15	-4
Cc1ccc(C)c(CSc2nnc(-c3cccnc3)n2N)c1	-4	-0.5	-2	-7	7	2	3	-1
CCc1ccc(NC(=O)N2CCN(c3ccccc3)CC2)cc1	-6	-0.1	7	28	12	1	-3	-4
CCOC(=O)c1cnc(SCc2ccc(C(C)(C)C)cc2)nc1N	-2	5.8	0	13	15	-9	6	1
O=C(CN1CCC(NC(=O)Nc2ccccc2)CC1)Nc1cccc([N+](=O)[O-])c1	-6	-0.8	-8	4	7	-5	-10	-3

Screens as filed in PubChem BioAssay.
